Screening data as filed in PubChem BioAssay.
Pf growth 96h = Primary qHTS for delayed death inhibitors of the malarial parasite plastid, 96 hour incubation; P. falciparum luciferase reporter growth, 96 h; Potency, µM (top dose mostly 28.7 µM), for inactives: at the highest dose activity change, negative = inhibition, hits mostly inhibitors; 320,000 tested, 6.9% active
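Readout is luminescence from an integrated firefly luciferase in P. falciparum. Red cells, 2% hematocrit and 0.05% parasitemia final, were cultured with compound through two parasite generations (96 hours) at 37 C, 5% CO2.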
LmPK inhibitor = qHTS Assay for Inhibitors of Leishmania Mexicana Pyruvate Kinase (LmPK) | Potency, µM (titrated, usually from 57.5 µM), for inactives: at the top dose activity change, negative = inhibition, hits mostly inhibitors | purified LmPK, Kinase-Glo ATP luminescence, 1 h | Q27686 | AID 1721, 2009 | 290,000 tested, 0.37% active
Target sequence (Q27686 whole entry, looked up): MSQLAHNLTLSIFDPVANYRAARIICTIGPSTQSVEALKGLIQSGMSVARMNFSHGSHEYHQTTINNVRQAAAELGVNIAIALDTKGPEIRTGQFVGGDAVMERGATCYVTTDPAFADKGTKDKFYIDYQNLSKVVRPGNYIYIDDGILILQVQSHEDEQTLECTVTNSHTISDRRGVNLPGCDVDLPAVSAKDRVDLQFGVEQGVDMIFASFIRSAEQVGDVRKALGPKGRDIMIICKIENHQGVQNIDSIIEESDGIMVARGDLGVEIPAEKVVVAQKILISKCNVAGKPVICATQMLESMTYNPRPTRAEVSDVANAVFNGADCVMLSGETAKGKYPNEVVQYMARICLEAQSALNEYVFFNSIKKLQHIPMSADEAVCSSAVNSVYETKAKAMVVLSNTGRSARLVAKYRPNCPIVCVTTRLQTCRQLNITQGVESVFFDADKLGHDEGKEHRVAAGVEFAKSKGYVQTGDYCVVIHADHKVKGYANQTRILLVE
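Purified LmPK (0.1 nM) with 0.5 mM PEP and 0.1 mM ADP in imidazole buffer pH 7.2 with MgCl2/KCl, 1 h at room temperature. ATP formed was read by luciferase luminescence and normalized to no-enzyme and uninhibited controls.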
Sm TGR block = qHTS Assay for the Inhibitors of Schistosoma Mansoni Peroxiredoxins; Schistosoma mansoni thioredoxin glutathione reductase (TGR), Q962Y6; purified TGR, DTNB reduction, TNB absorbance 405 nm; Potency, µM (highest dose often 114 µM), for inactives: top-dose activity change, negative = inhibition, hits mostly inhibitors; 360,000 tested, 3% active; further: nearly all actives have a fitted effect of over 60% in size
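Kinetic colorimetric format: TGR-catalysed, NADPH-driven DTNB reduction monitored via TNB absorbance. Enzyme dispensed at 20 nM; compound exposure 15 min at room temperature before reaction start.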
Pf growth 48h = Primary qHTS for delayed death inhibitors of the malarial parasite plastid, 48 hour incubation | Potency, µM (doses to about 28.7 µM), for inactives: top-dose activity change, negative = inhibition, usual class: inhibitors | AID 504832, 2011 | P. falciparum luciferase growth in erythrocytes, 48 h | 310,000 tested, 5.9% active
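Firefly luciferase activity from engineered P. falciparum reports growth; inhibitors lower the luminescent signal. Cultures contained 2% hematocrit erythrocytes at 0.1% final parasitemia.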
HCV inhibitor = qHTS Assay for Inhibitors of Hepatitis C Virus (HCV) | 340,000 tested, 3.4% active | Potency, µM (series often up to 41.8 µM), inactives show at the highest dose activity change, negative = inhibition, hits mostly inhibitors | Huh7.5.1 HCVcc-Cre infection, luciferase reporter, 44 h
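Antiviral activity was scored by luciferase reporter output from cells infected with HCVcc-Cre (~0.5 moi) in presence of compound, 44 h infection period, cells seeded 1,000/well 4 h prior.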
Tb PYK inh = qHTS of Trypanosoma Brucei Inhibitors; Potency, µM (titrated, usually from 76.8 µM), for the others: at the top dose activity, negative = inhibition, hits mostly inhibitors; TbPYK enzyme, Kinase-Glo Plus ATP luminescence, 45 min; pyruvate kinase (Trypanosoma brucei), Q57TT1; 410,000 tested, 0.12% active; further: nearly all actives have a fitted effect of over 50% in size
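Glycolytic pyruvate kinase of T. brucei was incubated with substrate, test compound and 130 uM ADP for 45 minutes at room temperature. Luminescent Kinase-Glo Plus signal was measured after 10 minutes.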
Starred values were filed as active, the others as inactive; ? = inconclusive; · = no result given; & = joins results of further samples; [ ] = another dose, or the depositor's remark. The call rests on the fitted dose curve; in most records, active means well fitted curve in the direction sought with a large enough effect; inconclusive means small, poorly fitted or top-dose-only effect, or another doubt; inactive means no such curve, though single readings can be large; an effect the other way counts as inactive or inconclusive. On the % scale 0 is the no-effect control and ±100 the full control effect; potency means the concentration at half of the fitted maximal effect.

No.	mol	Pf growth 96h	LmPK inhibitor	Sm TGR block
1	Cc1ccc(NC(=O)c2oc(=O)c3ccccc3c2-c2ccccc2)c(C)c1	?	1%	4%
2	CCCN(CCC)C(=O)Cn1c(=O)c2ccccc2n2c(=S)sc(-c3ccccc3C)c12	?	0%	-3%
3	Cc1cc(CCN2CCC(=O)NC2=O)ccc1OC(C)C	·	0%	1%
4	CC(CCc1ccccc1)NC(=O)COC(=O)c1ccc(F)cc1 (configuration not stated)	-9%	0%	77%[activator]
5	COc1ccc(/C=C/C(=O)NCCc2ccc(S(N)(=O)=O)cc2)cc1	-5%	-2%	0%
6	Cc1coc2cc3oc(=O)c(CCC(=O)NCc4ccccn4)c(C)c3cc12	-4%	-7%	117%[activator]
7	CN(Cc1cccc(F)c1)C(=O)CN1C(=O)NC2(CCc3ccccc32)C1=O (configuration not stated)	?	·	3%
8	O=C(c1ccc(N2CCCC2)c([N+](=O)[O-])c1)N1CCN(c2ccccn2)CC1	?	-2%	2%
9	Cc1ccc(C(C)C)c(Oc2nnnn2-c2ccccc2)c1	·	0%	-12%
10	CN(Cc1ccco1)S(=O)(=O)c1nnc(NC(=O)c2ccc(F)cc2)s1	5%	-9%	0%
11	O=C(NCc1ccncc1)C(=O)NCC(c1ccco1)N1CCN(c2ccccc2F)CC1 (configuration not stated)	?	2%	6%
12	Cc1c(C)n(-c2ccccc2)c2ncnc(NCCN(C)C)c12	21%	0%	-1%

No.	Pf growth 48h	HCV inhibitor	Tb PYK inh
1	-13%	?	3%
2	-8%	5%	3%
3	0%	22%	-1%
4	·	-2%	1%
5	8%	8%	-10%
6	?	1µM*	-6%
7	-8%	?	0%
8	-5%	-9%	-2%
9	-20%	?	1%
10	12%	8%	-11%
11	16%	10%	5%
12	2%	-13%	0%

Other results:
No.	mol	Pf growth 96h	LmPK inhibitor	Sm TGR block
13	Cc1ccc(NC(=O)CSc2ncccn2)cc1F	48%[activator]	12%	0%
14	CCOc1cc(/C=C\[N+](=O)[O-])ccc1OCC(=O)Nc1ccccc1C	11%	3%	-10%
15	Cc1oc(-c2cccc(Cl)c2)nc1CS(=O)(=O)CC(=O)NCc1ccco1	25%	-1%	-24%
16	COc1ccc(-n2c(=S)[nH]c3cc(C(=O)Nc4ccc(C)c(F)c4)ccc3c2=O)c(OC)c1	-17%	-2%	12%
17	C#CCOCCOCCOCCNc1nc(N2CCN(C(=O)[C@H](CCCCN)n3cc(C(N)COC(=O)C(F)(F)F)nn3)CC2)nc(N2CCN(C(=O)[C@H](CCCCN)n3cc(C(N)CC(C)C)nn3)CC2)n1 (some centres not stated)	65%[activator]	-2%	-11%
18	Cc1csc2nnc(N)n12	0%	4%	1%
19	CN(C)CCC1Sc2ccccc2Oc2ccccc21 (configuration not stated)	?	-4%	?
20	Cc1noc(C)c1CSc1nnc2ccccn12	-3%	3%	0%
21	COc1cc2c(cc1OC)C(C(=O)Nc1cc(C)c(OC)c(C)c1)CC(=O)N2 (configuration not stated)	24%	1%	0%
22	CC(C(=O)O)N1C(=O)C2C3CC(C2C1=O)C1C(c2ccccc2)c2sc(=O)[nH]c2SC31 (configuration not stated)	-4%	0%	4%
23	O=C(NCc1ccccc1)c1cc2ccccc2oc1=O	-29%	1%	4%
24	O=C(CSC1=NCCS1)NC(NC(=O)CSC1=NCCS1)c1ccccc1	-21%	-1%	-3%

No.	Pf growth 48h	HCV inhibitor	Tb PYK inh
13	83%[activator]	4%	-2%
14	5%	11µM*	-16%
15	19%	-14%	2%
16	-14%	11µM*	0%
17	-1%	·	·
18	21%	8%	-3%
19	-19%	1%	4%
20	31%[activator]	-3%	-7%
21	2%	15%	-3%
22	-14%	27%	-18%
23	28%	1%	-2%
24	0%	-2%	1%

2 entries picked at random from those above, as already listed:
No.	mol	Pf growth 96h	LmPK inhibitor	Sm TGR block
24	O=C(CSC1=NCCS1)NC(NC(=O)CSC1=NCCS1)c1ccccc1	-21%	-1%	-3%
20	Cc1noc(C)c1CSc1nnc2ccccn12	-3%	3%	0%

No.	Pf growth 48h	HCV inhibitor	Tb PYK inh
24	0%	-2%	1%
20	31%[activator]	-3%	-7%

(next part)
No.	mol	Pf growth 96h	LmPK inhibitor	Sm TGR block
25	CCCc1cc(=O)n2nc(N3CCC(C(=O)NCc4ccco4)CC3)sc2n1	30%	-1%	-3%
26	O=C(Nc1ccccc1)O/N=C/c1ccccc1Cl	15%	-1%	1%
27	O=C(COc1ccc2ccccc2c1)N1CCN(C(=O)c2cccs2)CC1	-4%	-1%	-7%
28	CC(C)c1nc2oc3c(N4CCN(C)CC4)ncnc3c2c2c1CCC2	2%[5.75 µM]	1%	-7%
29	Cc1ccc(NC(=O)C(C)OC(=O)Cn2[nH]c(=O)c3ccccc3c2=O)cc1 (configuration not stated)	14%	·	0%
30	COc1ccccc1CC(=O)Nc1ccc2c(C)cc(=O)oc2c1	-15%	-5%	-24%
31	CCOC(=O)CSc1nnc(NCC(=O)OC(C)C)c(=O)[nH]1	?	-1%	13µM*
32	O=C(COC(=O)c1nc(Cl)ccc1Cl)NNC(=O)c1ccccc1	2%	·	3%
33	Cc1cc(OCC(=O)Nc2ccncc2)cc(C)c1Cl	-18%	2%	2%
34	COc1ccc(-n2nnnc2SCC(=O)Nc2cccc(C)n2)cc1OC	?	6%	-13%
35	O=C1C2C3C=CC(C3)C2C(=O)N1CNc1ccccc1 (configuration not stated)	·	4%	0%
36	CN(C)c1ccc(-c2c(-c3ccc4c(c3)OCO4)noc2-c2ccsc2)cn1	-12%	-6%	-14%

No.	Pf growth 48h	HCV inhibitor	Tb PYK inh
25	-5%	3%	14%
26	·	6%	5%
27	?	1%	-11%
28	-22%	?	3%
29	-4%	8%	3%
30	9%	5%	0%
31	-1%	-6%&13%	-25%
32	17%	4%[8.37 µM]	1%
33	-25%	13µM*	8%
34	-3%	-27%	5%
35	9%	16%	6%
36	?	6%	-8%

Further compounds
No.	mol	Pf growth 96h	LmPK inhibitor	Sm TGR block
37	COc1ccc(NC(=O)CN(c2ccc(C)cc2)S(=O)(=O)c2c(C)nn(C)c2C)cc1OC	147%[activator]	4%	-118%
38	CCOc1ccc(CNc2ccc(CNc3ncn[nH]3)cc2)cc1	?	3%	·
39	COc1cc(/C(O)=C(\C#N)c2nc3ccccc3[nH]2)cc(OC)c1OC	15µM*	0%	1%
40	COc1ccc(CNC(=O)Cn2nc(C(F)(F)F)cc2C)cc1	13µM*	10%	6%
41	COc1ccc(CN2CCN(c3cc(C)nc4c5c(C)cc(C)nc5nn34)CC2)cc1F	7%	1%	-36%
42	Cc1nn(CC(=O)O)c(=O)c2ccccc12	·	-2%	1%
43	COc1ccc(C(=O)Nc2ccc3ccccc3n2)cc1OC	?	2%	-12%
44	CC(=O)N1C(=O)NC2=C(C(=O)CCC2)C1c1cccc([N+](=O)[O-])c1 (configuration not stated)	7%	4%	-13%
45	Cc1onc(-c2ccccc2Cl)c1C(=O)OCn1nnc2ccccc2c1=O	-2%	10%	0%
46	COc1ccc(NC(=S)Nc2ccc(S(N)(=O)=O)cc2)c(C)c1	105%[activator]	2%	?
47	Cc1cccc(NC(=O)NCc2ccc3[nH]c(C)cc3c2)c1	42%	13%[11.5 µM]	0%
48	CCOC(=O)C(NC(C)=O)(NC(C)C)C(F)(F)F (configuration not stated)	25%	2%	0%

No.	Pf growth 48h	HCV inhibitor	Tb PYK inh
37	3%	-8%	-4%
38	45%[activator]	-16%	-2%
39	?	-4%	3%
40	0%	3%	-2%
41	?	6%	-2%
42	10%	-3%	15%
43	74%[activator]	?	3%
44	-23%	-2%	-6%
45	-29%	0%&2%	-6%
46	-6%	4%	-1%
47	87%[activator]	16%	-1%
48	16%	10%	0%

By substructure: those above containing a Cl atom
No.	mol	Pf growth 96h	LmPK inhibitor	Sm TGR block
15	Cc1oc(-c2cccc(Cl)c2)nc1CS(=O)(=O)CC(=O)NCc1ccco1	25%	-1%	-24%
26	O=C(Nc1ccccc1)O/N=C/c1ccccc1Cl	15%	-1%	1%
32	O=C(COC(=O)c1nc(Cl)ccc1Cl)NNC(=O)c1ccccc1	2%	·	3%
33	Cc1cc(OCC(=O)Nc2ccncc2)cc(C)c1Cl	-18%	2%	2%
45	Cc1onc(-c2ccccc2Cl)c1C(=O)OCn1nnc2ccccc2c1=O	-2%	10%	0%

No.	Pf growth 48h	HCV inhibitor	Tb PYK inh
15	19%	-14%	2%
26	·	6%	5%
32	17%	4%[8.37 µM]	1%
33	-25%	13µM*	8%
45	-29%	0%&2%	-6%

Continued:
No.	mol	Pf growth 96h	LmPK inhibitor	Sm TGR block
49	COc1ccc(-c2cc(C(F)F)n3ncc(C(=O)Nc4cccc(S(=O)(=O)N5CCOCC5)c4)c3n2)cc1	?	1%	·
50	N#CCCN1CCC(NC(=O)OCc2ccccc2)CCC1=O (configuration not stated)	51%[activator]	-6%	-4%
51	COc1nc(-c2ccccc2)ccc1-c1noc(COc2ccccc2)n1	·	0%	-11%
52	Cc1ccc(SCC(=O)c2ccc[nH]2)cc1	132%[activator]	-13%	-12%
53	CC(=O)Nc1ccc(NC(=O)CSc2nncn2C)cc1	?	5%	3%
54	Cc1c(Cl)cccc1NC(=O)Nc1cccnc1	?	4%	9%
55	CC(=O)c1cccc(NC(=O)C(OC(=O)/C=C/c2ccc3c(c2)OCO3)c2ccccc2)c1 (configuration not stated)	·	-11%	0%
56	CSc1ccc(S(=O)(=O)N2CCC(C(=O)NCc3ccccn3)CC2)cc1	12µM*	-2%	0%
57	CC(=O)c1cc2c(cc1N)OCO2	?	1%	-11%
58	CC(=O)OC(C(=O)NC1CCCCC1)c1ccc(Cl)c(Cl)c1 (configuration not stated)	15%	8%	-11%
59	CC(=O)c1c(C)nc(-c2ccccc2)nc1N	43%[activator]	1%	-7%
60	Cc1ccc(C)c(NC(=S)NNC(=O)c2ccc(Br)o2)c1	5%	0%	12%

No.	Pf growth 48h	HCV inhibitor	Tb PYK inh
49	?	?	0%
50	23%	?	-1%
51	4%	-21%	3%
52	107%[activator]	-1%	1%
53	12%	13%	-3%
54	21%	5%	2%
55	-21%	8%	5%
56	-7%	-11%	9%
57	30%[activator]	19%	1%
58	?	-13%	4%
59	78%[activator]	11%	4%
60	-8%	4%	-3%

More results
No.	mol	Pf growth 96h	LmPK inhibitor	Sm TGR block
61	CCN(CC)C(=O)CSC1=C(C#N)C(c2cccs2)C=C(C)N1 (configuration not stated)	?	1%	-10%
62	Cc1cc(C)c(NC(=O)CN2CCN3CCCC3C2)c(C)c1 (configuration not stated)	6%	0%	-33%
63	Cn1c2c(c(=O)n(C)c1=O)C(CC(=O)Nc1ccc(F)cc1)C(=O)N2 (configuration not stated)	47%	2%	4%
64	O=C1CSC(c2cccc(F)c2)N1c1ccccc1F (configuration not stated)	73%[activator]	7%	-1%

No.	Pf growth 48h	HCV inhibitor	Tb PYK inh
61	1%	-25%	?
62	2%	?	-2%&4%
63	4%	-1%	3%
64	5%	-1%	-6%

Look-ups from the results shown:
Cc1cc(C)c(NC(=O)CN2CCN3CCCC3C2)c(C)c1 (configuration not stated) – Sm TGR block = -33%
Cn1c2c(c(=O)n(C)c1=O)C(CC(=O)Nc1ccc(F)cc1)C(=O)N2 (configuration not stated) – LmPK inhibitor = 2%
O=C1CSC(c2cccc(F)c2)N1c1ccccc1F (configuration not stated) – Sm TGR block = -1%
CCN(CC)C(=O)CSC1=C(C#N)C(c2cccs2)C=C(C)N1 (configuration not stated) – HCV inhibitor = -25%
